Efflux pump inh: blocks antifungal efflux pumps in multiplex yeast assay; S. cerevisiae Candida pump triplex, Nile Red efflux; inhibition, % at 10 µM; 0.44% of 330,000 active;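 active = plate passing quality check with inhibition over a set limit, or well fluorescence over plate mean plus 4 SD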;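 note: Nile Red retained in pooled yeast measured as flow cytometry median fluorescence; 0% = buffer negative control and 100% = Enniatin B positive control; higher means more Nile Red kept so more efflux inhibition; some compounds called inactive have numbers as strong as hits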
PP5 inh: inhibitors of human protein phosphatase 5 (PP5); P53041; purified PP5c, OMFP substrate fluorescence; 0.18% of 320,000 active; inhibition, % at 6.7 µM;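 active = inhibition above the campaign's mean inhibition across all tested compounds plus 3 SD, cut at about 9.5% in these data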;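 note: 0% = DMSO only and 100% = 100 µM cantharidin control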
Target sequence (P53041 whole entry, looked up): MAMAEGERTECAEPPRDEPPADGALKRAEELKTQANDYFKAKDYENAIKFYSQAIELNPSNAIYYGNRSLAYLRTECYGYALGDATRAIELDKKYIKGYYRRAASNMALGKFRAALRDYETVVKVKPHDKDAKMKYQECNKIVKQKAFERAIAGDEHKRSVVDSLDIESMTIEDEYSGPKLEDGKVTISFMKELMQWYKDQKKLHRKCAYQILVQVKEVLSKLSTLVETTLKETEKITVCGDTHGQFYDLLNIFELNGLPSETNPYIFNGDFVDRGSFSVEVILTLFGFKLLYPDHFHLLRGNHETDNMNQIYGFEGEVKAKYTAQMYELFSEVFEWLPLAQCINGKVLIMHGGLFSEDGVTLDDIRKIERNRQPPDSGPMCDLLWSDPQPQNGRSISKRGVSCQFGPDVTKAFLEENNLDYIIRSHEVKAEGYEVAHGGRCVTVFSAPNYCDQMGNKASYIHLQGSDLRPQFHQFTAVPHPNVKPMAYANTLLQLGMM
PP1 inh: counter-screen for PP5 inhibitors: inhibitors of human PP1-alpha; P62136; purified PP1alpha, OMFP fluorescence; inhibition, % at 6.7 µM; 0.9% of 320,000 active;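 active = inhibition above the mean inhibition of all tested compounds plus 3 SD, computed separately for each screening campaign, cut at about 15% in these data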
proCasp3 act: procaspase-3 (human) activation; recombinant procaspase-3 D3A, Ac-DEVD-pNA absorbance 405 nm; activation, % at 8.5 µM; 0.11% of 330,000 active; AID 463141;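 active = activation above the mean of all tested compounds plus 3 SD, cut at about 21% in these data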;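 note: 0% = DMSO alone and 100% = DMSO wells spiked with extra 5 µM PC-3 D3A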
Target sequence (P42574 whole entry D9A/D28A/D175A): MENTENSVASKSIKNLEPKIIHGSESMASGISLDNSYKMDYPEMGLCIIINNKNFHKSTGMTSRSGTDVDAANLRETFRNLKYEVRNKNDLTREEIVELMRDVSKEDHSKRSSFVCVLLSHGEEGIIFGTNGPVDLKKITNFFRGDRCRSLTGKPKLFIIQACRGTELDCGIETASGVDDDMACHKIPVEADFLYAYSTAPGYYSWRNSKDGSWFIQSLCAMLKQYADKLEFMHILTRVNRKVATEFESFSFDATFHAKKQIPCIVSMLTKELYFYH
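Assay system – Procaspase-3 D3A mutant, all three cleavage aspartates alanine · Controls – DMSO-only low control, 5 µM PC-3 D3A high control · Schedule – 1 h compound preincubation, 2 h substrate hydrolysis at 25 °C · Signal – 405 nm absorbance of p-nitroaniline, reads at 0 and 120 min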
GASC-1 inh: blocks human GASC-1 demethylase activity | AID 2099 | Q9H3R0 | 0.069% of 330,000 active | GST-JMJD2C(1-420) H3K9me3 demethylation, DELFIA europium | inhibition, % at 2.35 µM;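 active = more than half of a compound's replicate wells show inhibition beyond 50%, single wells judged on their own value; inconclusive = some, but no more than half, of replicates pass 50% inhibition; inactive = no replicate passes 50% inhibition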;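 note: signal counts dimethyl H3K9 product captured on neutravidin plate; 0% = median of DMSO wells and 100% = 0.3 times that DMSO median; strong numbers were not always called active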
proCasp7 act: counter-screen: procaspase-7 (human) activation; recombinant procaspase-7, Ac-DEVD-pNA absorbance 405 nm; D23A/D198A/D206A triple mutant, cannot self-cleave; scale: DMSO 0, 5 µM enzyme 100; activation, % at 8.5 µM; 0.093% of 330,000 active;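 active = percent activation above the screen-wide mean plus 3 SD, cut at about 25% in these data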
Target sequence (P55210 whole entry D23A/D198A/D206A): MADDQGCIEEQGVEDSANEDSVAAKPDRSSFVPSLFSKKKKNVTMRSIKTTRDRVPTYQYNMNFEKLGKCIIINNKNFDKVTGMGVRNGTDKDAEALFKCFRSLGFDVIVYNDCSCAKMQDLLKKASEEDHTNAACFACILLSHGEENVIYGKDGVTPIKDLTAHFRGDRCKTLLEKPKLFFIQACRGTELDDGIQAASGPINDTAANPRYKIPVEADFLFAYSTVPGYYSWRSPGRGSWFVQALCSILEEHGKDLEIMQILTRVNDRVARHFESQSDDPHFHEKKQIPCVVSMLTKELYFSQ
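Replicates: singlicate. Assay system: Procaspase-7 triple mutant (PC-7 D3A). Signal: 405 nm absorbance of p-nitroaniline. Times: 1 h preincubation, 2 h reaction. Buffer or medium: Zinc-free HEPES pH 7.4 with 300 mM NaCl, 0.01% Triton X-100. Also added: DEVD-pNA substrate. Benchmarks: DMSO wells as 0%, DMSO with 5 µM added PC-7 as 100%.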
TPT1 inh: blocks Candida albicans tRNA 2'-phosphotransferase; 0.81% of 300,000 active; inhibition, % at 5 µM; AID 1962; recombinant caTPT1, FP RNA substrate dephosphorylation;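 active = inhibition above the mean of all tested compounds plus 3 SD, set per screening campaign, cut at about 24% in these data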;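 note: plate controls were DMSO alone for no effect and ferristatin control at 100 nM for full effect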
Fh CTSL1 inh: counter-screen for PFM18AAP inhibitors: inhibitors of F. hepatica cathepsin L1 | AID 1906 | 0.49% of 300,000 active | inhibition, % at 5.96 µM | recombinant F. hepatica cathepsin L1, Z-Leu-Arg-MCA fluorescence;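 active = inhibition above the mean of all tested compounds plus 3 SD, set per screening campaign, cut at about 17% in these data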;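 note: 0% = plate median of test compound wells and 100% = 1 µM Z-Phe-Ala-diazomethylketone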
HCV core dimer: blocks dimerization of HCV core protein; 0.33% of 300,000 active; TR-FRET GST/Flag-core106 dimerization, 1536-well; inhibition, % at 5 µM; AID 1899;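 active = inhibition above the mean of all tested compounds plus 3 SD, set per screening campaign, cut at about 45% in these data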
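Test system: GST/Flag-tagged HCV core106 proteins; Medium: KF-containing HEPES buffer, pH 7.45, DTT, CHAPS, BSA; Times: compound-protein-antibody incubation 4 h at 22.5 °C; Detection: TR-FRET 671 and 617 nm emission; Benchmarks: wells lacking GST-core106 and wells with excess unlabelled core106.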
* = called active by the depositor; ? = inconclusive; . = not tested or not shown; & = joins results of further samples.

Molecule,HCV core dimer,proCasp7 act,proCasp3 act,TPT1 inh,GASC-1 inh,PP5 inh,Fh CTSL1 inh,Efflux pump inh,PP1 inh
CCC1(C)NC(=O)N(CC(=O)N2N=C(c3ccccc3)CC2c2ccc(OC)cc2)C1=O (stereo not given),-2,0,-6,0,-3,-0.6,9,1.2,-3
CCCCn1c(N)c(N(CC(C)C)C(=O)CCCc2nc3ccccc3c(=O)[nH]2)c(=O)[nH]c1=O,-1,0,4,6,0,3.3,7,0.1,-7
O=S(=O)(N/N=C\c1cccnc1)c1ccccc1,-5,5,-3,0,-14,0.7,1,-0.1,-3
Clc1c(-c2ccccc2)nnn1-c1ccccc1,0,8,2,4,5,-1.4,1,0.1,-1
CC(=O)Nc1ccc(S(=O)(=O)N2CCN(C(=O)c3ncoc3-c3ccc(F)cc3)CC2)cc1,-5,7,-8,-1,10,2.5,1,0.1,4
Cc1ccc(SCCNC(=O)CN(c2ccc3c(c2)OCO3)S(C)(=O)=O)cc1,1,8,13,2,1,3.5,-2,-0.1,5
CC(C)(C)C(=O)NCCCc1ccccc1,0,3,-1,0,-3,-1.7,0,-0.2,0
CC(=O)NNC(=S)NC(=O)c1ccccc1,-6,5,-3,-1,-5,-0.9,0,-0.1,0
Cc1occc1C(=O)N(C)Cc1nc(-c2ccc(Cl)cc2)no1,3,-10,5,3,-15,3.3,-5,0.0,3
Cc1ccc(S(=O)(=O)C2(C(=O)NCc3ccc4c(c3)OCO4)CC2)cc1,-5,0,1,-1,7,-0.9,2,0.0,0
Cc1c(NP(=O)(Oc2ccccc2F)Oc2ccccc2F)c(=O)n(-c2ccccc2)n1C,2,3,0,5,-5,4.9,1,0.2,0
Cc1ccc(-n2c(SCC(=O)N(C)C3CCS(=O)(=O)C3)nc3ccccc3c2=O)c(C)c1 (stereo not given),.,4,1,.,-6,.,.,-0.4,.
Nc1nc(N2CCN(c3ccccn3)CC2)nc2ccccc12,0,8,8,-4,-1,2.6,-2,0.5,2
CCOC(=O)c1cc(C(=O)Nc2ccc(C)c(F)c2)nn1C,4,0,15,0,-4,-2.5,3,0.0,-4
CC(/C=N/n1c(-c2n[nH]c3c2CCC3)n[nH]c1=S)=C\c1ccco1,4,-10,-14,33*,-8,2.4,2,0.2,-1
O=c1oc(CCO)cc2ccc(C#Cc3ccsc3)cc12,.,13,7,.,-6,2.5,.,0.1,1
COC(=O)C1=CN(CC2CCCO2)C=C(C(=O)OC)C1c1cccc(O)c1 (stereo not given),-1,1,0,-2,17,0.5,0,-0.2,1
Cc1cccc(Nc2nc(N)nc(CN3CCC(C(N)=O)CC3)n2)c1C,-2,9,13,9,-1,0.6,-1,0.1,-1
Cc1nc(CSc2nsc(C)c2C#N)cs1,1,13,1,0,1,0.5,-2,0.0,0
CNS(=O)(=O)c1cccc(C(=O)OCc2cc(C(C)=O)ccc2OC)c1,0,-8,2,-8,2,3.2,0,0.2,4
O=C1OC(Nc2ccc(Cl)cn2)c2ccccc21 (stereo not given),0,1,-7,-3,1,0.8,0,0.0,0
Cc1ccsc1/C=C/c1ccc2ccccc2n1,-1,-11,-5,20,-2,1.6,2,0.1,2
c1ccc(-c2ccc(-c3nc(-c4ccccn4)no3)cc2)cc1,5,-5,-7,2,2,2.1,0,0.1,-1
Cc1cc(C)n(-c2nc(C)nc3sc4c(c23)CCC(C)C4)n1 (stereo not given),4,3,-8,0,0,0.0,-2,0.0,1
COc1ccc(C(=O)NCC(C)(C)SCc2c(C)cc(C)cc2C)cc1,13,1,0,2,3,5.4,-7,0.0,-1
COc1ccc(-c2cccc(NC(=O)c3cccs3)c2)nn1,2,23,-3,-3,4,2.3,-2,0.1,-5
CCOC(=O)C1CCCN(S(=O)(=O)c2cnc(Cl)c(Br)c2)C1 (stereo not given),-18,-4,6,-2,2,4.1,3,-0.1,2
COc1ccccc1CCNC(=O)CSc1nnc2ccc(-c3ccncc3)nn12,0,14,9,-4,0,-0.9,1,0.0,-1
CCn1nc(C(=O)OCC(=O)Nc2nc(-c3ccc(OC)cc3)cs2)c2ccccc2c1=O,7,2,-3,-4,12,0.0,7,-0.2,4
CCc1ccc(/C=C\C(=O)N2CCCC2)cc1,4,6,-4,-4,5,-1.3,0,-0.1,0
CCCCCOc1ccc(C(=O)C(c2ccccc2)N2CCOCC2)cc1 (stereo not given),1,12,2,-2,104,1.2,5,0.1,0
COc1cc(NC(=O)c2cccnc2)ccc1-c1cc2ccccc2oc1=O,-3,10,4,-4,3,-1.5,5,0.2,4
Cc1cc(NC(=O)Cn2nc3c(cc2=O)CCCC3)ccc1Br,0,2,5,5,-10,1.1,1,0.0,14
COc1cc(C(=O)OCCN2CCOCC2)cc(OC)c1OC,-3,7,11,-2,-11,1.2,2,0.1,-4
Cc1ccc(C)c(NC(=O)C2COc3ccccc3O2)c1 (stereo not given),7,-7,-2,3,1,-5.4,1,-0.1,-3
CN1CCN(c2nc3c(c(=O)[nH]c(=O)n3C)n2CC(N)=O)CC1,-8,-3,1,1,5,2.5,2,0.1,-1
COc1ccc(CC(=O)NCc2cccs2)cc1,7,6,10,-2,-6,-1.2,0,0.1,-1
COc1cc2c(cc1OC)CN(C1CC(=O)N(c3c(C)cccc3C)C1=O)CC2 (stereo not given),13,5,-1,7,-6,0.1,-3,0.0,-2
O=c1[nH][nH]cc1C=NCc1cccc(C(F)(F)F)c1,1,-7,7,1,2,3.7,0,0.0,-2
CC(=O)c1cc(C#N)c(SCc2ccccc2C#N)nc1C,2,-3,-2,-3,-2,3.5,0,0.0,2
Oc1ccccc1CN(Cc1ccco1)CC(O)COCc1ccc(Cl)cc1 (stereo not given),5,6,-8,3,6,-0.3,0,0.0,1
COc1ccccc1Nc1nc(N)nc(CSc2nccc(C)n2)n1,-7,3,-8,2,-3,4.6,-2,0.0,-1
Cc1ccc(C)c(OCC(=O)N2CCc3ccccc3C2)c1,10,-4,-1,-2,-2,2.4,-2,-0.1,-3
COCCN(CCOC)C(=O)C1CCCN(S(=O)(=O)c2ccc(NC(=O)OC)cc2)C1 (stereo not given),-1,5,6,-3,-13,1.1,3,-0.1,-6
CC(C)NC(=O)Nc1cccc2c1O[C@H](CN(C)S(=O)(=O)c1ccccc1)[C@@H](C)CN([C@H](C)CO)C2=O,.,-6,6,.,2,.,.,-0.1,.
Cc1ccc2c(c1)cc1c(=O)n(CC(=O)NCc3ccccn3)nc(C)n12,-58,-1,-3,-1,20,2.4,0,0.1,-5
O=C(COc1cccc(C(F)(F)F)c1)N1CCN(c2ccccc2O)CC1,2,4,-2,4,4,1.7,1,-0.1,-2
CCCCCCSc1nnc2[nH]c(=O)cc(N)n12,0,1,8,3,-6,-1.6,-1,0.0,2
COC(=O)C1CCN(C(=O)COC(=O)CCc2nc3ccccc3c(=O)[nH]2)CC1,5,9,9,-6,-4,1.3,0,-0.3,2
CC(C)COc1ccc(C(=S)N2CCCC2)cc1,2,3,7,4,10,0.3,2,0.1,-4
CCc1ccccc1S(=O)(=O)Cc1ccc(C(=O)N2CCN(c3ccccn3)CC2)o1,5,-4,4,-8,-1,-0.5,1,0.0,1
COc1ccc(S(=O)(=O)N2CCC(C(N)=O)CC2)c2ccccc12,1,4,-1,-1,7,1.0,2,0.3,-2
O=C(O)CCNC(=O)/C(=C/C=C/c1ccccc1)NC(=O)c1ccccc1,-17,4,6,2,1,2.8,-1,-0.1,-4
CSCC[C@H](N)C(=O)NC[C@H]1CC[C@H](C(=O)N[C@@H](Cc2ccccc2)C(=O)O)CC1,2,2,-6,-2,-12,0.0,-3,0.0,-2
COc1cc(S(=O)(=O)N2CCOCC2)cc(C(=O)OCC(=O)NC2CCCCC2)c1OC,.,12,11,.,21,-0.2,.,0.2,-2
CCc1nnc(NC(=O)CSc2nnc(Cc3ccccc3)n2-c2ccc(OC)cc2)s1,14,1,11,0,?,0.5,1,-0.3,-5
O=C(Nc1ccc(N2CCCCC2)cc1)c1ccc([N+](=O)[O-])o1,30,-7,8,2,0,0.2,-1,-0.3,5
C=CCn1c(CNC(=O)c2ccco2)nnc1SCC(=O)c1ccc(OC)cc1,1,1,3,1,-2,0.9,10,-0.1,0
C/C(=N\N(c1ccccc1)c1ccccc1)c1ccco1,0,-1,7,0,5,3.8,-1,-0.1,-2
CCOC(=O)[C@H]1[C@H]2COc3ccc(Br)cc3[C@@H]2N2C(=O)CN(Cc3ccccc3)C(=O)[C@@]12C,.,8,-2,.,4,-1.6,.,0.1,5

2 compounds picked at random from the list so far, as already listed:
Molecule,HCV core dimer,proCasp7 act,proCasp3 act,TPT1 inh,GASC-1 inh,PP5 inh,Fh CTSL1 inh,Efflux pump inh,PP1 inh
CC(C)COc1ccc(C(=S)N2CCCC2)cc1,2,3,7,4,10,0.3,2,0.1,-4
CCc1ccccc1S(=O)(=O)Cc1ccc(C(=O)N2CCN(c3ccccn3)CC2)o1,5,-4,4,-8,-1,-0.5,1,0.0,1

(cont.)
Molecule,HCV core dimer,proCasp7 act,proCasp3 act,TPT1 inh,GASC-1 inh,PP5 inh,Fh CTSL1 inh,Efflux pump inh,PP1 inh
Cc1ccccc1C(=O)NCC(=O)OC(C)C(=O)NC(C)CCc1ccccc1 (stereo not given),.,-3,4,.,2,0.6,.,0.0,-1
CC(C)OC(=O)c1c2nc3ccccc3nc2n2c1[nH]c(=O)c1ccccc12,2,-6,-15,-7,-3,-0.6,0,-0.1,-3
Cc1cc(N=Cc2c(O)n(-c3cccc(C(F)(F)F)c3)c(=O)c3ccccc23)no1,15,0,5,-1,5,1.4,-2,-0.2,0
O=C(COc1ccccc1)NCC(=O)N/N=C/C=C/c1ccccc1,-6,5,-7,1,2,-2.0,1,-0.2,-1
OC(COCc1ccc(Cl)cc1)CN1CCN(CC(O)COCc2ccc(Cl)cc2)CC1 (stereo not given),-2,9,2,-8,-4&-4,-1.6,-2,-0.1,1
Cc1nnsc1C(=O)NNc1ccc(Cl)cc1,-5,8,-1,-1,2,3.0,1,-0.1,-2
O=C(c1ccccc1)c1ccc2nc(-c3ccc(NC(=O)c4ccccc4F)cc3)[nH]c2c1,12,1,1,-2,-13,1.4,2,0.0,8
CCCNC(=O)c1cc(-c2ccc(OC)cc2)n(CCCOC)c1C,4,-4,9,-1,-2,0.5,1,0.0,-6
COc1ccc(/C=C(\NC(=O)/C=C/c2ccco2)C(=O)NCCc2nc3ccccc3[nH]2)cc1,1,7,-8,7,0,0.1,5,0.1,3
